SW480 rerep = induces DNA re-replication in SW480 colon adenocarcinoma cells; SW480 DNA re-replication, Hoechst DNA content imaging, 48 h; 340,000 compounds, 1.8% hits; AID 624297; Potency, µM (top dose mostly 46.1 µM), for inactives: top-dose re-replication activation, actives largely listed as activators; further: potency means the concentration at half of the fitted maximal effect; % of control where 0% means no effect; nearly all actives have a fitted effect of over 55% in size
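First, 250 cells per well were seeded. Next, compound or vehicle (23 nL) was pinned in, plates sat 48 hr at 37 C. Finally Hoechst was added for 40 min before fluorescence scanning.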
GLP1R cytotox = cytotoxic in the GLP-1 receptor inverse agonist counter-screen. HEK293 cAMP-luciferase reporter cells, luminescence, 24 h. Potency, µM (highest dose often 38.3 µM), without a hit: at the highest dose activity change, negative = inhibition, hits mostly inhibitors. 410,000 compounds, 0.13% hits. AID 624418;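 further: loss of luciferase light is scored as toxicity; potency means the concentration at half of the fitted maximal effect; on the % scale 0 is the no-effect control and ±100 the full control effect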
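MLSMR compounds, 24 hr on cells at 37 deg C/5% CO2; luminescence after luciferase reagent (12 min RT). Inhibition counted as the undesired cytotoxic outcome.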
KB-V1 MDR tox = kills drug-selected multidrug resistant KB-V1 cells; Potency, µM (titrated, usually from 46.1 µM), inactives show top-dose activity change, negative = cytotoxicity, hits mostly cytotoxic; 400,000 compounds, 3.4% hits; KB-V1 MDR cells viability, CellTiter-Glo, 72 h; further: potency means the concentration at half of the fitted maximal effect; on the % scale 0 is the no-effect control and ±100 the full control effect; nearly all actives have a fitted effect of over 60% in size
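Potencies derive from concentration-effect curves fitted to normalized luminescence (CellTiter-Glo) of KB-V1 cells treated for 72 h at 37 degrees C in phenol-red-free DMEM containing 10% FBS.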
MCF10A rereplic = inducers of DNA re-replication in MCF 10A breast cells; MCF 10A DNA re-replication, Hoechst nuclear intensity, 48 h; AID 624296; 350,000 compounds, 2.9% hits; Potency, µM (titrated, usually from 46.1 µM), for inactives: at the top dose activity, positive = re-replication, hits mostly activators; further: potency means the concentration at half of the fitted maximal effect; % of control where 0% means no effect; nearly all actives have a fitted effect of over 50% in size
KB-3-1 cytotox = KB-3-1 parental cell cytotoxicity; KB-3-1 viability, CellTiter-Glo ATP luminescence, 72 h; Potency, µM (series often up to 46.1 µM), for inactives: at the highest dose activity change, negative = cytotoxic, actives largely listed as cytotoxic; 400,000 compounds, 1.4% hits; AID 1347075; further: potency means the concentration at half of the fitted maximal effect; on the % scale 0 is the no-effect control and ±100 the full control effect; nearly all actives have a fitted effect of over 60% in size
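72 h, 37 °C compound treatment of KB-3-1 parental cells; CellTiter-Glo added, 10 min, luminescence read. Data corrected against DMSO-only plates and normalized before curve fitting.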
D3 ag = D3 dopamine receptor (human) agonism; P35462; D3R DiscoveRx beta-arrestin cells, luminescence, 90 min; max activation, %; 410,000 compounds, 0.58% hits; in the data active means max activation above about 30%; further: 0% is about no effect; mostly tested at two doses, the higher about 12 µM
Target sequence (P35462 whole entry, looked up): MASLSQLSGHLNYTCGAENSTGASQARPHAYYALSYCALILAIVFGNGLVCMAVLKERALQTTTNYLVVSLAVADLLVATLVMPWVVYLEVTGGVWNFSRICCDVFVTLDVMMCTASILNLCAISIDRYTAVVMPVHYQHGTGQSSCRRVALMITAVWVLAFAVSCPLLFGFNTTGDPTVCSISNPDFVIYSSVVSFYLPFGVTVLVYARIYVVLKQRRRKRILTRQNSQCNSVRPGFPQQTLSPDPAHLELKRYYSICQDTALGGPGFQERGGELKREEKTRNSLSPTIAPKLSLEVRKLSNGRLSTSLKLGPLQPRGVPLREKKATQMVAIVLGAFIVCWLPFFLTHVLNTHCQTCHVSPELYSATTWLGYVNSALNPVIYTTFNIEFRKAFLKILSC
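Agonist-mode cell screen: cells plated at 1500/well and incubated overnight at 37 °C, then exposed to library compounds for 90 min at 37 °C. Detection reagent was added for 30–60 min at room temperature, and luminescence was read.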
HT1080 IDH1KD tx = HT-1080 IDH1 knockdown cell toxicity (counter line); AID 686971; 360,000 compounds, 2% hits; Potency, µM (doses to about 46.1 µM), inactives show at the highest dose activity, negative = toxicity, hits mostly cytotoxic; HT-1080 IDH1 knockdown viability, ATP luminescence, 48 h;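 further: potency means the concentration at half of the fitted maximal effect; 0% = DMSO wells and -100% = cell-free medium wells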
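After a 2 h attachment period, IDH1KD HT-1080 cells took pin-transferred compound for 48 h at 37 °C; ATP-based luminescence after 10 min room-temperature reagent incubation reported viability.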
HT1080NT lethal = kills 2HG-producing HT-1080-NT fibrosarcoma cells. 360,000 compounds, 1.6% hits. HT-1080-NT fibrosarcoma viability, CellTiter-Glo ATP luminescence, 48 h. Potency, µM (doses to about 46.1 µM), without a hit: at the top dose activity, negative = less viability, most hits filed as cytotoxic;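 further: NT is the 2HG producing partner of a matched IDH1 knockdown line; potency means the concentration at half of the fitted maximal effect; 0% = DMSO-treated cells and -100% = media-only wells without cells; nearly all actives have a fitted effect of over 55% in size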
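Toxicity toward the 2HG-producing NT line was scored as %Activity, normalised to DMSO and no-cell wells, from CellTiter-Glo luminescence after 48 hours' treatment.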
IL1B secr inh = inhibitors of inflammasome signaling (IL-1 beta secretion); AID 743279; activity change, % at 57.5 µM; THP-1 LPS/ATP IL-1B secretion, AlphaLISA, 16 h; hits give low values; 360,000 compounds, 4.7% hits; in the data active means activity change below about -50%; inconclusive means mostly about -30% to -49%; further: on the % scale 0 is the no-effect control and ±100 the full control effect
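Secreted IL-1B measured by AlphaLISA bead assay after 16 h compound exposure of THP-1 cells; compounds (final up to 57.5 uM) added 1 h before LPS (250 ng/mL) and ATP (1.25 mM) stimulation; lower signal means less secretion.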
* marks the source's active call; other numbers are inactive results; ? = inconclusive; · = not tested or not shown; [ ] = another dose, or the depositor's remark. Unless noted, the call rests on the fitted dose curve; in most records, active means well fitted curve in the direction sought with a large enough effect; inconclusive means small, poorly fitted or top-dose-only effect, or another doubt; inactive means no such curve, though single readings can be large; an effect the other way counts as inactive or inconclusive.

SMILES	SW480 rerep	GLP1R cytotox	KB-V1 MDR tox	MCF10A rereplic	KB-3-1 cytotox	D3 ag	HT1080 IDH1KD tx	HT1080NT lethal	IL1B secr inh
Cc1ccn2c(-c3n[nH]c(=S)n3C)c(C)nc2c1	-3%	-7%	4%	-1%	0%	-1	7%	4%	18
CC(=O)c1nc(N2C(=O)CC(Cc3ccc(C)cc3)C2=O)sc1C (stereo not given)	-4%	-21%	13%	2%	10%	-1	15%	4%	17
O=C(CCCc1nc2ccccc2s1)NC(c1ccccc1)c1ccccc1	-2%	11%	-4%	-1%	0%	-8	20%	4%	6
C/C(=N/NC(=O)CC(=O)N/N=C(\C)c1ccc([N+](=O)[O-])cc1)c1ccc([N+](=O)[O-])cc1	-6%	7%	?	0%	-51%	3	15%	0%	27
CC(=O)NC(Cc1ccccc1C)C(=O)NC1CCN(c2nnnn2-c2ccccc2)CC1 (stereo not given)	5%	-19%	2%	-3%	-3%	-15	2%	-4%	-2
O=C(c1ccc(-n2cnnn2)cc1)N1CCOCC1	-1%	4%	17%	-2%	3%	-7	26%	12%	-8
O=C(c1ccc(C(F)(F)F)cc1)C1CCCN(C(=O)CN2CCCC2=O)C1 (stereo not given)	6%	-1%	9%	-10%	-9%	1	6%	5%	28
COc1ccc(N(CC(=O)NCCSCc2ccccc2C)S(=O)(=O)c2ccccc2)cc1	13%	-6%	15µM*	?	?	-8	?	?	-19
CCn1c(CC2C(=O)N(C)c3ccccc32)nc2ccccc2c1=O (stereo not given)	·	6%	7%	·	6%	5	·	·	·
Cc1nc(NC(=O)C23CCC(C)(C(=O)O2)C3(C)C)sc1C (stereo not given)	-7%	-8%	-3%	12%	11%	9	4%[9.24 µM]	11%	1
Cc1ccc(C(=O)NCC(c2ccc3c(c2)OCO3)N2CCN(C)CC2)cc1C (stereo not given)	·	2%	7%	·	-12%	-10	·	·	·
COc1cc(OC)c(C(=O)N2CCN(c3ccccn3)CC2)cc1OC	-45%[inhibitor]	4%	-5%	-1%	-6%	1	2%	-2%	68
CCOc1cc(/C=C2\COc3ccccc3C2=O)cc(Br)c1OCC(=O)N(C)C	?	?	?	?	?	-5	13µM*	18µM*	-103*
N#Cc1c[nH]n2c(NC3CCCC3)c(-c3ccc(Cl)cc3)nc12	·	-8%	12%	·	1%	8	·	·	·
Cn1cc(/C=C2\SC(=S)N(N3CCOCC3)C2=O)c2ccccc21	2%	-11%	1%	1%	8%	-7	5%	-7%	7
NS(=O)(=O)c1ccccc1NC(=O)c1c(O)c2ccccc2[nH]c1=O	0%	-8%	-2%	7%	0%	5	-14%	-3%	38
Cc1ccc(S(=O)(=O)n2nc(-c3ccc(Cl)cc3)nc2NCc2ccc(F)cc2)cc1	·	0%	?	·	13%	-14	·	·	·
Cc1cccc(-c2nc3ccccc3c(=O)n2NC(=O)c2cccs2)c1	4%	-5%[1.53 µM]	?	1%	-2%	-2	10%	1%	0
O=C(CSc1nc2nn(-c3ccccc3)c(=O)c-2c2n1CCCCC2)NCCCc1ccccc1	4%	2%	-25%	-12%	-2%	-1	6%	-4%	-60*
COc1ccccc1-n1nnnc1SCC(=O)NC1CC1	?	2%	-1%	26%	-6%	-10	1%	-6%	0
OCC[C@@H]1C[C@@H](O)[C@H](O)[C@]2(CCc3ccccc3O2)O1	1%	-19%	5%	-10%	10%	8	2%	6%	15
CCc1ccc(C2CC(c3ccccc3)n3ncnc3N2)cc1 (stereo not given)	9%	-3%	1%	2%	-2%	-3	0%	0%	-14
COc1cccc(Cn2c(Oc3ccccc3)nc3c2c(=O)n(C)c(=O)n3C)c1	-15%	-5%	?	21%	-2%	1	-20%	-22%	19
O=C(COC(=O)c1ccc[nH]c1=O)NCC12CC3CC(CC(C3)C1)C2	3%	-1%	?	4%	17%	-3	-3%	0%	20
Cc1ccc(CN2CCN(/N=C/c3cccnc3)CC2)c(C)c1	10%	4%	0%	7%	-2%	-15	-27%	-6%	-24
CCOC(=O)C(CCCCP(=O)(c1ccccc1)c1ccccc1)(NC(C)=O)C(=O)OCC	-4%	5%	2%	0%	6%	3	0%	1%	-3
CCOC(=O)c1ccccc1NC(=O)COC(=O)CCNS(=O)(=O)c1cccs1	-5%	1%	20%	-2%	-8%	4	24%	12%	22
O=C(c1ccc(COc2c(F)c(F)cc(F)c2F)o1)N1CCN(c2ccccc2)CC1	7%	8%	?	?	?	0	-25%	?	7
C/C(=N\NC(=O)C1(C)NC(C)(C)Cc2ccccc21)c1ccccc1 (stereo not given)	-43%[inhibitor]	0%	6%	6%	3%	-10	7%	-2%	-13
O=C(Cc1coc2cc(O)ccc12)NNC(=O)c1cccs1	14%	-5%	?	?	11%	-3	-12%	1%	16
COc1ccc(C(=O)N2CCCC(CNC(=O)c3ccccc3Cl)C2)o1 (stereo not given)	-1%	-2%	-1%	0%	2%	-7	3%	0%	1
Cc1cc(NS(=O)(=O)c2cn(C)c(C)n2)ccc1Br	·	3%	0%	·	?	-11	·	·	·
O=C(O)CCc1ccc(-c2ccc(Br)cc2)n1Cc1ccco1	7%	-5%	24%	?	1%	-2	-8%	-1%	13
Cc1cccc(COc2ccc(-c3cc(C(F)(F)F)n4nc(C)cc4n3)cc2)c1	·	3%	13%	·	-1%	1	·	·	·
Cc1ccc([C@H]2C[C@H](O)[C@@H](n3cc(-c4ccc(F)cc4)nn3)CN2C(=O)C2CCCCC2)cc1	·	-37%	-5%	·	12%	8	-22%	-19%	?
CCOc1ccc(OCC)c(NS(=O)(=O)c2cc(Br)cc3c2N(C(C)=O)C(C)C3)c1 (stereo not given)	·	-9%	-12%	·	0%	-12	·	·	·
N#CCCSc1nc(N2CCOCC2)c2c(c1C#N)CCCC2	-8%	-3%	?	2%	12%	2	-13%	-11%	50
CCOC(=O)C1CCN(c2nc3c(S(=O)(=O)c4ccccc4)nnn3c3ccsc23)CC1	·	-7%	1%	·	3%	2	·	·	·
Cc1c(Br)c(C(F)(F)F)nn1CC(=O)NCCCn1ccnc1	-1%	-2%	0%	-4%	9%	0	4%	5%	16
O=C(COC(=O)c1ccco1)NCCNC(=O)COC(=O)c1ccco1	0%	7%	4%	2%	3%	-2	-1%	1%	8
CCCCN(C(=O)c1cc(S(=O)(=O)N2CCOCC2)ccc1Cl)c1c(N)n(CC(C)C)c(=O)[nH]c1=O	-2%	5%	28%	0%	10%	7	19%	11%	8
OCCN1CN=C(Nc2nc3ccccc3s2)NC1	0%	-4%	-24%	8%	-5%	1	3%	1%	6

An excerpt of these results, with bars between the fields:
SMILES | SW480 rerep | GLP1R cytotox | KB-V1 MDR tox | MCF10A rereplic | KB-3-1 cytotox | D3 ag | HT1080 IDH1KD tx | HT1080NT lethal | IL1B secr inh
OCC[C@@H]1C[C@@H](O)[C@H](O)[C@]2(CCc3ccccc3O2)O1 | 1% | -19% | 5% | -10% | 10% | 8 | 2% | 6% | 15
CCc1ccc(C2CC(c3ccccc3)n3ncnc3N2)cc1 (stereo not given) | 9% | -3% | 1% | 2% | -2% | -3 | 0% | 0% | -14
COc1cccc(Cn2c(Oc3ccccc3)nc3c2c(=O)n(C)c(=O)n3C)c1 | -15% | -5% | ? | 21% | -2% | 1 | -20% | -22% | 19
O=C(COC(=O)c1ccc[nH]c1=O)NCC12CC3CC(CC(C3)C1)C2 | 3% | -1% | ? | 4% | 17% | -3 | -3% | 0% | 20
Cc1ccc(CN2CCN(/N=C/c3cccnc3)CC2)c(C)c1 | 10% | 4% | 0% | 7% | -2% | -15 | -27% | -6% | -24
CCOC(=O)C(CCCCP(=O)(c1ccccc1)c1ccccc1)(NC(C)=O)C(=O)OCC | -4% | 5% | 2% | 0% | 6% | 3 | 0% | 1% | -3
CCOC(=O)c1ccccc1NC(=O)COC(=O)CCNS(=O)(=O)c1cccs1 | -5% | 1% | 20% | -2% | -8% | 4 | 24% | 12% | 22
O=C(c1ccc(COc2c(F)c(F)cc(F)c2F)o1)N1CCN(c2ccccc2)CC1 | 7% | 8% | ? | ? | ? | 0 | -25% | ? | 7
C/C(=N\NC(=O)C1(C)NC(C)(C)Cc2ccccc21)c1ccccc1 (stereo not given) | -43%[inhibitor] | 0% | 6% | 6% | 3% | -10 | 7% | -2% | -13
O=C(Cc1coc2cc(O)ccc12)NNC(=O)c1cccs1 | 14% | -5% | ? | ? | 11% | -3 | -12% | 1% | 16
COc1ccc(C(=O)N2CCCC(CNC(=O)c3ccccc3Cl)C2)o1 (stereo not given) | -1% | -2% | -1% | 0% | 2% | -7 | 3% | 0% | 1
Cc1cc(NS(=O)(=O)c2cn(C)c(C)n2)ccc1Br | · | 3% | 0% | · | ? | -11 | · | · | ·
O=C(O)CCc1ccc(-c2ccc(Br)cc2)n1Cc1ccco1 | 7% | -5% | 24% | ? | 1% | -2 | -8% | -1% | 13

High-throughput results from PubChem.
